# Tat export inh = E. coli Tat export inhibitors, primary screen, MC4100, TorA-mCherry reporter, fluorescence, single point; inhibition, % at 10 µM; 340,000 tested, 0.036% active; AID 488895, 2010;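 active = mean replicate inhibition at least 50% and at least half of replicates individually reaching 50%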;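 note: exported cargo escapes ClpAP degradation while cytoplasmic cargo is degraded and loses fluorescence; 0% = median of neutral control wells and 100% = median of NaSCN control wells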
# CAL PDZ FP = CAL PDZ peptide-binding inhibitors, primary screen, biochemical, fluorescence polarization, Cer-tagged CAL PDZ, HTS; inhibition, % at 20 µM; AID 504414, 2011; purified CAL PDZ, TMR-peptide fluorescence polarization, 1 h; 330,000 tested, 0.02% active; Golgi-associated PDZ and coiled-coil motif-containing protein (Homo sapiens), Q9HD26;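 active = highest replicate inhibition of at least 40%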;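 note: plate controls were DMSO neutral control wells for no effect and unlabeled competitor peptide control wells for full effect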
#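 Test system: purified CerCALP PDZ construct; Compound dosing: one concentration, 20 µM compound; Also added: TMR-labelled reporter peptide T*-PRC34 bound in PDZ groove; Read-out: inhibition from polarization loss; Controls: unlabelled peptide and DMSO controls; Signal: FP readout, S and P plane fluorescence; Incubation: 1 h at RT.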
# phage Ecoli inh = growth loss of phage-infected E. coli, primary screen, RecBCD inhibitor project, absorbance, with phage, HTS; inhibition, % at 11.9 µM; 360,000 tested, 0.26% active; in the data active = inhibition above about 11%
# AddAB inh = growth inhibition of E. coli expressing H. pylori AddAB, primary screen, AddAB inhibitor project, absorbance. inhibition, % at 11.9 µM. 330,000 tested, 0.29% active; in the data active = inhibition above about 12%;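 note: 0% = vehicle wells of infected cells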
# Rtt109 HAT inh = inhibitors of C. albicans Rtt109/Vps75 HAT, primary screen, biochemical, ThioGlo CoA-SH fluorescence, plate reader; purified Rtt109/Vps75, 4 h; 330,000 tested, 0.16% active; Histone acetyltransferase RTT109 (Candida albicans (strain SC5314 / ATCC MYA-2876)), …; inhibition, % at 34.9 µM;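 active = inhibition of at least 50% in every replicate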
# Target sequence (Q5AAJ8 whole entry, looked up): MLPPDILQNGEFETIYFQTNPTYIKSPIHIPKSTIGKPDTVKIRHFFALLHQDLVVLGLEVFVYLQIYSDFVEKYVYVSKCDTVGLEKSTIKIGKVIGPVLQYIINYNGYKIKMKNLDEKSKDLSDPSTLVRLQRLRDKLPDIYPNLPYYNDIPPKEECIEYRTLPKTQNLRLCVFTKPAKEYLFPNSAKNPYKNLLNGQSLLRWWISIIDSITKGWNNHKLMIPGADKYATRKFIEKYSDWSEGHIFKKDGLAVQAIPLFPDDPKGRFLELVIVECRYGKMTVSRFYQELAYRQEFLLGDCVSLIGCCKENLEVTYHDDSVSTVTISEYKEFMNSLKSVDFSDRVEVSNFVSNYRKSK
# Ecoli viability = E. coli V3065 growth inhibition, primary screen, counter-screen for AddAB inhibitor project, absorbance, OD600; 18 h; inhibition, % at 11.9 µM; 330,000 tested, 0.27% active; AID 449728, 2010;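 active = inhibition above the campaign's mean inhibition across all tested compounds plus 3 SD, cut at about 9.9% in these data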;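 note: uninfected addAB+ strain grown without phage in ampicillin broth; 0% = DMSO wells and 100% = ciprofloxacin 0.95 µg/ml wells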
# DAGLB inh = DAGLB lipase inhibitors, primary screen, biochemical, fluorescence, HTS | Diacylglycerol lipase-beta (Homo sapiens), Q8NCG7 | HEK293T DAGLB membrane lysate, EnzChek fluorogenic substrate | inhibition, % at 5.17 µM | 340,000 tested, 0.059% active; in the data active = inhibition above about 34%;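 note: 0% = enzyme with vehicle and 100% = wells lacking enzyme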
# Target sequence (Q8NCG7 whole entry, looked up): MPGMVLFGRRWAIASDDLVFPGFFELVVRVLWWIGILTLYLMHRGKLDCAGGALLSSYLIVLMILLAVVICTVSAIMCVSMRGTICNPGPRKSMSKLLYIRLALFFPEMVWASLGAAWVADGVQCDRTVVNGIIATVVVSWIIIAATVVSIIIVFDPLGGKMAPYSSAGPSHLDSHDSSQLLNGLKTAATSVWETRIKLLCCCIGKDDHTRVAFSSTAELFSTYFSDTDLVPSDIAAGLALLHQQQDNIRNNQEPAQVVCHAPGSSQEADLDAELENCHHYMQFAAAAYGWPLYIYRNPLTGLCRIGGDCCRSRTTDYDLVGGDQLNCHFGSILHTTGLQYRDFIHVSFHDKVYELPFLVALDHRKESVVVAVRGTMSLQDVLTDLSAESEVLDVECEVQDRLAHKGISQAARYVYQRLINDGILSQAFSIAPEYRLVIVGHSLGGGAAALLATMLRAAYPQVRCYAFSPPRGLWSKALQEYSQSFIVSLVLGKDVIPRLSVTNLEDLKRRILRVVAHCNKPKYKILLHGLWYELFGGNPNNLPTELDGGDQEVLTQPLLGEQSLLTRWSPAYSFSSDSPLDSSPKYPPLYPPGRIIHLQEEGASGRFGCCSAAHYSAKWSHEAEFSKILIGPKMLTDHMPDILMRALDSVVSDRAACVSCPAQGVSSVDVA
# Wnt bcat act = Wnt/beta-catenin pathway activators, primary screen, cell-based, plate reader, single point | Wnt/beta-catenin reporter cell assay, activator | activation, % at 9.35 µM | 300,000 tested, 1.2% active | AID 743398, 2014; in the data active = activation above about 30%, passing the limit was not always enough;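 note: 0% = neutral control wells and 100% = positive control wells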
# PvdQ acylase = P. aeruginosa PvdQ acylase inhibitors, primary screen, biochemical, fluorescence, plate reader and imaging, single point; inhibition, % at 10 µM; 340,000 tested, 0.063% active; purified PvdQ acylase; PvdQ acylase [Pseudomonas aeruginosa LESB58]; in the data active = inhibition above about 30%, passing the limit was not always enough;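 note: 0% = vehicle neutral wells and 100% = reference inhibitor wells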
# PfHsp90 yeast 2 = growth inhibition of PfHsp90-expressing yeast, primary screen, antimalarial PfHsp90 inhibitor project, S. cerevisiae, BacTiter-Glo luminescence, single point, set 2; BacTiter-Glo ATP, 48 h; yeast lacking PDR1 and PDR3 efflux regulators; inhibition, % at 9.4 µM; 310,000 tested, 0.32% active; AID 504621, 2011;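 active = every replicate shows inhibition above about 80%, whatever the replicate mean, limit read from the data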;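 note: 0% = DMSO neutral controls and 100% = 20 µM radicicol positive controls; yeast relying on Plasmodium falciparum Hsp90 in place of its own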
# Numbers without * were called inactive; . = no result given.
# The opening seven records, to show the layout:
cpd	smiles	Tat export inh	CAL PDZ FP	phage Ecoli inh	AddAB inh	Rtt109 HAT inh	Ecoli viability	DAGLB inh	Wnt bcat act	PvdQ acylase	PfHsp90 yeast 2
1	Cc1ccc(NC(=O)COC(=O)C2CCC(=O)N2)c(S(=O)(=O)N2CCOCC2)c1 (configuration not stated)	-6	0.6	4.7	2.1	-3	-1.3	-1	1	-6	-33
2	O=C(CSc1ncn[nH]1)NCCc1ccc(Cl)cc1Cl	-10	-1.7	2.6	-0.6	5	0.9	-1	-2	-58	-10
3	O=C1CC(N(Cc2ccco2)C(=O)Nc2ccc(F)cc2)C(=O)N1c1ccc(F)cc1 (configuration not stated)	0	-0.5	2.4	-1.6	-1	-2.5	1	.	1	.
4	CC1(C)Cc2cccc(OCC(=O)Nc3ccc(OCC(N)=O)cc3)c2O1	2	-2.1	5.5	0.3	2	-1.9	0	5	-5	17
5	COc1ccc(-n2c(SCC(=O)NCC3CCCO3)nc3c(c2=O)SCC3)cc1 (configuration not stated)	5	-0.8	2.5	-2.8	-5	-0.9	0	-1	-4	-12
6	COc1ccc(-c2nnn(CC(=O)N(CCCO)C(C(=O)NC3CCCC3)c3ccc(F)cc3)n2)cc1 (configuration not stated)	-7	0.2	2.4	0.3	0	-1.6	0	0	-14	-27
7	COc1cc(C(=O)NCc2ccc(S(N)(=O)=O)cc2)ccc1OCC(=O)Nc1cccc(C(F)(F)F)c1	-13	-1.9	-0.8	-1.5	-11	-1.6	0	-2	-17	-13

# The list itself, previewed entries included:
cpd	smiles	Tat export inh	CAL PDZ FP	phage Ecoli inh	AddAB inh	Rtt109 HAT inh	Ecoli viability	DAGLB inh	Wnt bcat act	PvdQ acylase	PfHsp90 yeast 2
1	Cc1ccc(NC(=O)COC(=O)C2CCC(=O)N2)c(S(=O)(=O)N2CCOCC2)c1 (configuration not stated)	-6	0.6	4.7	2.1	-3	-1.3	-1	1	-6	-33
2	O=C(CSc1ncn[nH]1)NCCc1ccc(Cl)cc1Cl	-10	-1.7	2.6	-0.6	5	0.9	-1	-2	-58	-10
3	O=C1CC(N(Cc2ccco2)C(=O)Nc2ccc(F)cc2)C(=O)N1c1ccc(F)cc1 (configuration not stated)	0	-0.5	2.4	-1.6	-1	-2.5	1	.	1	.
4	CC1(C)Cc2cccc(OCC(=O)Nc3ccc(OCC(N)=O)cc3)c2O1	2	-2.1	5.5	0.3	2	-1.9	0	5	-5	17
5	COc1ccc(-n2c(SCC(=O)NCC3CCCO3)nc3c(c2=O)SCC3)cc1 (configuration not stated)	5	-0.8	2.5	-2.8	-5	-0.9	0	-1	-4	-12
6	COc1ccc(-c2nnn(CC(=O)N(CCCO)C(C(=O)NC3CCCC3)c3ccc(F)cc3)n2)cc1 (configuration not stated)	-7	0.2	2.4	0.3	0	-1.6	0	0	-14	-27
7	COc1cc(C(=O)NCc2ccc(S(N)(=O)=O)cc2)ccc1OCC(=O)Nc1cccc(C(F)(F)F)c1	-13	-1.9	-0.8	-1.5	-11	-1.6	0	-2	-17	-13
8	COc1cccc(/C=N/NC(=S)NC2CC3CC2C2C=CCC32)c1O (configuration not stated)	2	0.3	2.8	-1.3	-2	-2.4	2	-2	10	-8
9	CCn1cc(S(=O)(=O)CC(=O)Nc2ccc3c(c2)OCO3)c2ccccc21	-3	-0.1	4.2	0.3	-7	0.6	-4	35*	-21	3
10	Cc1nc2ccc(S(=O)(=O)NCC(=O)N(C)Cc3ccccc3)cc2s1	4	-0.3	3.8	3.8	-5	-0.9	-1	0	4	-6
11	Cc1nc2c(cc(Oc3ccc(S(=O)(=O)N4CCOCC4)cn3)c3ccsc32)s1	4	-3.8	2.6	1.5	3	-0.2	-2	3	-2	-5
12	COc1ccc(CCN(Cc2cc3cccc(C)c3[nH]c2=O)C(=O)N2CCCC2)cc1OC	-4	0.6	1.5	-0.4	4	1.6	-2	-4	6	1
13	COc1ccccc1CCC(=O)Nc1cccc(S(=O)(=O)N2CCCC2)c1	0	-2.7	1.5	-0.1	-1	1.4	-7	1	4	14
14	O=C(NCCCN1CCCC1)C1CCN(C(=O)c2cc3sccc3n2Cc2ccc(F)cc2)CC1	2	-2.3	-1.8	0.2	.	-2.5	0	.	-10	13
15	COc1ccc(OC)c(CN2CCN(C(=O)CCNC(=O)c3ccc(Br)cc3)CC2)c1	-6	-2.7	-0.1	1.9	13	0.4	-4	3	9	.
16	COC(=O)CCC(=O)Nc1ccc(N=Nc2ccccc2)cc1	-4	-3.4	2.3	-0.1	19	0.2	13	6	14	-7
17	Cc1noc(C)c1COc1cccc(C(=O)OC(C)C#N)c1 (configuration not stated)	2	-0.8	2.1	0.9	-6	6.3	-5	3	-11	-12
18	CCOC(=O)C1C(=O)N(C(=O)c2ccc(OC)cc2)CC1c1ccccc1 (configuration not stated)	-2	-0.1	-1.0	-1.1	1	-1.7	-4	.	6	-4
19	COc1ccc(NC(=O)C2CCN(S(=O)(=O)c3ccc4c(c3)NC(=O)C(C)S4)CC2)cc1 (configuration not stated)	-6	-2.3	3.1	2.9	5	2.8	3	-1	-7	-46
20	COC(=O)C(NC=O)C(O)(Cc1ccccc1)C(F)(F)F (configuration not stated)	-13	2.1	1.6	1.9	6	-0.5	-1	18	2	-11
21	COc1ccccc1CN(C(=O)c1ccco1)C(C(=O)NC1CCCC1)c1ccncc1 (configuration not stated)	-3	-1.8	1.3	-1.2	2	0.7	4	.	-9	-7
22	O=C(Nc1ccc(Cl)cc1F)C1CCN(S(=O)(=O)c2cccnc2)CC1	-5	0.3	1.6	3.6	-11	-0.7	-2	.	-11	20
23	CCc1ccc(NC(=S)NCC2CCCN2CC)cc1 (configuration not stated)	-1	-0.3	2.5	1.4	-3	1.9	0	-1	-14	-2
24	COc1cc(-c2ccc3oc(-c4ccsc4)c(C#CC4(O)CCCCC4)c3c2)cc(OC)c1OC	12	-1.3	1.9	-0.2	-2	-3.4	-7	-15	-24	-18
25	CCOC(=O)c1ccc(NC(=S)NCc2ccc(S(N)(=O)=O)cc2)cc1	1	-1.5	2.9	-1.5	0	-1.9	-1	-2	-16	-8
26	O=c1[nH][nH]cc1C=NCc1cccnc1	-2	-2.3	5.3	2.6	-38	3.4	0	-4	-17	.
27	CC(C)(C)C(=O)Nc1cccc(C(=O)c2cccc(NC(=O)C(C)(C)C)c2)c1	-5	0.5	4.4	4.8	-4	1.9	-4	.	-12	34
28	C=CCn1c(SCc2nc3ccccc3[nH]2)nnc1-c1ccc(OC)cc1	-1	-2.2	2.1	1.2	2	-0.2	-1	.	-8	2
29	Nc1nc2n(n1)C(c1cccs1)CC(c1ccccc1)N2 (configuration not stated)	-4	-0.7	3.7	1.7	-13	0.0	2	.	-1	19
30	CCOC(=O)N1CCN(C(=O)CSc2ccc(C(=O)OC)cc2[N+](=O)[O-])CC1	4	-0.4	1.9	2.1	-31	-0.7	1	1	-5	-14
31	O=C(CN(Cc1ccc2c(c1)OCO2)C(=O)CSc1nc2ccccc2o1)NC1CCCCC1	3	-0.6	1.1	-1.8	6	-1.5	0	1	-18	61
32	COc1cccc(NC(=O)CN(C)C(C)C(=O)Nc2ccc(S(=O)(=O)N3CCCC3)cc2)c1 (configuration not stated)	2	-1.2	-1.1	1.6	10	-0.8	0	0	-15	24
33	O=C1C=CN2CCCCC2CC1 (configuration not stated)	-1	0.3	-0.2	-0.3	4	-0.5	-1	-4	1	-3
34	O=C1c2ccccc2C(Nc2ccc(Cl)cc2)N1CCN1CCOCC1 (configuration not stated)	-2	-0.8	2.4	0.3	2	-0.4	1	-5	-2	-1
35	O=C1c2cccnc2C(=O)N1Cc1ccc(F)cc1	-3	-2.1	1.3	-1.9	-3	-0.8	-3	.	-20	.
36	CC(=O)Nc1ccc(S(=O)(=O)N(C)CC(=O)OCC(=O)NC(C)C23CC4CC(CC(C4)C2)C3)cc1 (configuration not stated)	9	-2.2	3.1	0.8	1	0.0	0	.	-19	17
37	COc1cccc(C(=O)/C=C/Nc2ccc(S(=O)(=O)Nc3nc(C)cc(C)n3)cc2)c1	-4	-1.8	3.1	5.8	5	-0.5	1	0	-13	3
38	CN(c1ccccc1)S(=O)(=O)c1ccc(C(=O)NCc2ccc(F)cc2)cc1	3	-1.8	6.7	0.2	3	-2.2	-2	-4	-11	-6
39	O=c1oc(/C=C/c2ccco2)nc2sc3c(c12)CCC3	0	-0.1	0.4	3.2	3	-2.0	1	-4	2	.
40	Cc1cc(C(=O)OCC(=O)Nc2cc(S(=O)(=O)N(C)C)ccc2Cl)c2ccccc2n1	-7	0.4	0.6	1.4	-10	1.3	0	-1	-2	13
41	CN(Cc1cn(C)nc1-c1ccccc1F)Cc1nccn1C	5	-0.7	3.0	-3.3	4	1.7	-2	-1	-10	-25
42	COc1ccc(Cl)cc1C(=O)NCc1ccco1	-1	-1.2	0.8	1.0	-10	1.4	-1	2	-13	8
43	Cn1ccnc1SCC(=O)Nc1ccc(Oc2ccccc2)cc1	3	-1.2	5.0	-1.4	-3	0.6	-1	7	4	-23
44	CC(=O)Nc1ccc(NC(=O)c2ccccc2-n2cnnn2)cc1	-1	-1.1	3.0	.	-34	.	0	1	-10	20
45	Cc1ccc(OCc2ccc(C(=O)Nc3nccs3)o2)cc1C	-1	-2.4	0.3	0.7	-1	-3.2	-6	16	-8	-1
46	FC(F)(F)c1nnc(-c2ccccc2)nc1Sc1ccccc1	1	.	3.6	2.8	0	1.6	-1	-2	-22	2
47	Nc1nnc(SCC(=O)N2CCCCC2)s1	2	-0.3	1.3	0.0	2	-1.5	0	0	-5	0
48	Cc1nn(-c2ncc(C(F)(F)F)cc2Cl)c(=O)n1-c1ccccc1F	1	-1.0	0.0	0.7	4	0.9	0	-9	-10	-3
49	Cc1ccc(CNC(=O)CCNC(=O)Cn2ccc3ccccc3c2=O)o1	-10	-0.4	2.7	1.9	-10	1.1	0	.	-15	-12
50	CCOc1ccc(C(=O)NCc2ccco2)cc1	-1	-2.4	1.3	0.7	5	6.2	-1	.	11	.
51	Cn1c(=O)n(C)c2cc(S(=O)(=O)NCc3ccccc3)ccc21	2	-1.1	1.4	-1.0	-3	-2.2	-2	.	-1	-11
52	Cc1nc2cc(NC(=O)Nc3ccc(Br)cc3)ccc2o1	-7	-5.3	4.2	1.8	0	-0.8	-2	14	-10	-14
53	CCOC(=O)c1sc(NC(=O)c2cccc(S(=O)(=O)N3CCN(C)CC3)c2)cc1C	-5	.	1.7	-3.0	-7	-0.1	2	-1	1	10

# Screening data from PubChem.
